# anti-Giardia: anti-Giardia activity of synthetic compounds – Compounds Australia Scaffold Library subset, 24/48 h, primary screen (AID 1794835). inhibition, % at 10 µM. hits give high values. hit rate 2% among 2,500; in the data active means inhibition mostly above about 45%, no sharp cut-off; inactive means mostly below about 37%;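 further: 0% = parasite counts in DMSO vehicle wells; trophozoite growth inhibition read by imaging counts at 24 h; calls made by hand needing about 50% inhibition in two separate runs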
# Starred values were filed as active, the others as inactive; i = inactive. A portion of the library; rates above refer to the full screens.
SMILES,anti-Giardia
CC(C)n1c(=O)c2cn(S(=O)(=O)c3ccccc3)nc2n(C(C)C)c1=O,6
Cc1ncc2c(n1)CCN(Cc1nc3cc(Cl)ccc3n1C)C2,i
CCOc1ccc(-c2noc(-c3nnn(-c4ccc(Br)cc4)c3N)n2)cc1,i
O=C1COc2ccc(Cl)cc2N1Cc1nc(Cn2cnc3ccccc3c2=O)no1,i
O=C(NC1CCN(c2cc(-c3cccs3)[nH]n2)C1)c1ccc2nc[nH]c2c1 (stereo not drawn),30
Cc1cc2c(cc1S(=O)(=O)NC(C)C)N(C(=O)C1CC1)CC2,16
Cc1cc(C(=O)N2CCCN(c3cccnn3)CC2)on1,i
CC(C)(C)c1nc(Cn2nnc(-c3cccc(F)c3)n2)no1,i
CC(NC(=O)c1cnn2c1[nH]c(=O)c1ccccc12)c1ccc(Cl)s1 (stereo not drawn),i
O=C(c1ccoc1)N1CCC(Oc2nccnc2N2CCc3ccccc32)C1 (stereo not drawn),23
O=C(Nc1ccccc1)N1CCC(C(=O)N2CCCN(c3ccc(C(F)(F)F)cn3)CC2)CC1,i
COc1cc(OC)c(N2CC(C(=O)N3CCc4sccc4C3)CC2=O)cc1Cl (stereo not drawn),i
O=C(NCc1ccccn1)C1CCCN(C(=O)c2cc3ccsc3n2Cc2cccc(Cl)c2)C1 (stereo not drawn),i
COc1ccc(CCNS(=O)(=O)c2cccc(-c3nc(-c4ccc(C)cc4)no3)c2)cc1OC,7
O=C(Cc1ccc2c(c1)CCC2)N1CCC(n2cncn2)CC1,6
Cc1cc(C)cc(N2CCN(CCCNC(=O)c3nc(-c4ccncn4)no3)CC2)c1,i
Cc1ccc(S(=O)(=O)NC2CC2)cc1C(=O)N1CCCC(C2(C)NC(=O)NC2=O)C1 (stereo not drawn),i
CC(=O)Nc1ccc2c(c1)CN(C(=O)C1CCCCC1)C(C(=O)N1CCCCC1)C2 (stereo not drawn),9
CC(=O)Nc1ccc(-c2noc(C3CCN(C(=O)C4(c5ccccc5)CC4)CC3)n2)cc1,i
Cc1nnc(CN2CCCN(c3ccc(F)cc3)CC2)o1,i
O=C(Nc1cnccc1-n1ccnc1)c1cc(F)ccc1F,i
Cc1cccc(NC(=O)N2CCc3c(c(CN(C(=O)c4ccccc4F)c4ccccc4)nn3C)C2)c1,i
O=S(=O)(c1ccccc1NCCc1nc(-c2ccncc2)cs1)C(F)(F)F,i
Cc1ccc(-n2nc(C)c3sc(N4CCCC(C(=O)NCc5ccc6c(c5)OCO6)C4)nc32)cc1 (stereo not drawn),i

# Structures shown so far with fluorine:
SMILES,anti-Giardia
CC(C)(C)c1nc(Cn2nnc(-c3cccc(F)c3)n2)no1,i
O=C(Nc1ccccc1)N1CCC(C(=O)N2CCCN(c3ccc(C(F)(F)F)cn3)CC2)CC1,i
Cc1nnc(CN2CCCN(c3ccc(F)cc3)CC2)o1,i
O=C(Nc1cnccc1-n1ccnc1)c1cc(F)ccc1F,i
Cc1cccc(NC(=O)N2CCc3c(c(CN(C(=O)c4ccccc4F)c4ccccc4)nn3C)C2)c1,i
O=S(=O)(c1ccccc1NCCc1nc(-c2ccncc2)cs1)C(F)(F)F,i

# The listing picks up with the 3 entries that preceded the break.
SMILES,anti-Giardia
Cc1cccc(NC(=O)N2CCc3c(c(CN(C(=O)c4ccccc4F)c4ccccc4)nn3C)C2)c1,i
O=S(=O)(c1ccccc1NCCc1nc(-c2ccncc2)cs1)C(F)(F)F,i
Cc1ccc(-n2nc(C)c3sc(N4CCCC(C(=O)NCc5ccc6c(c5)OCO6)C4)nc32)cc1 (stereo not drawn),i
CCc1cccc(NC(=O)C2CCCN(S(=O)(=O)c3c(C)noc3C)C2)c1 (stereo not drawn),i
CCOc1ccc(C(O)=C2C(=O)C(=O)N(CCCN3CCOCC3)C2c2ccccn2)cc1 (stereo not drawn),i
CCCNc1nc(N2CCN(CC)CC2)c2cnn(C)c2n1,10
COc1ccccc1NC(=O)C1=C(C)C(=O)OC12CCN(Cc1ccccc1)CC2,i
CC(=O)Nc1n[nH]c(S(=O)(=O)CCC(=O)O)n1,i
c1cnc(-c2n[nH]c(C3CCCNC3)n2)cn1 (stereo not drawn),2
Cc1cccc(-c2noc(-c3cccnc3N3CCOCC3)n2)c1,i
COCCCN1C(=O)CSc2c(c(C)nn2-c2ccccc2)C1C(=O)NCc1ccccc1OC (stereo not drawn),i
O=C(N1CCC(CCOCc2cccc(F)c2)CC1)C1(c2ccccc2)CC1,i
O=C1CSc2ccc(C(=O)Nc3ccc(N4CCOCC4)cn3)cc2N1,i
CCOc1ccc(C(=O)Nc2ccc3c(c2)N(C(C)C)C(=O)c2ccccc2O3)cc1,34
CCn1ccc(C(=O)Nc2ccc3c(c2)Sc2ncccc2C(=O)N3C)n1,19
O=C(NC1CCCCC1)c1cc(-c2ccco2)nc2ccccc12,21
CCCCN(CCCNC(=O)c1c(C)oc2nc[nH]c(=O)c12)Cc1ccccc1,17
Cc1noc(C)c1S(=O)(=O)N1CCCC(C)(C(=O)NCc2ccccc2)C1 (stereo not drawn),i
Clc1snnc1CN1CCN(Cc2ccco2)CC1,i
c1ccn2cc(CN3CCCC3Cn3cncn3)nc2c1 (stereo not drawn),i
O=C(c1cncn1-c1ccc(F)cc1)N1CCC(n2c(=O)[nH]c3ccccc32)CC1,i
Cc1ncc2c(n1)CN(C(C)c1nnc(-c3ccccc3)o1)CC2 (stereo not drawn),14
CCn1nccc1-c1csc(S(=O)(=O)Nc2ccc(N3CCOCC3)cc2)c1,i
COc1cccc(NC(=O)N2CCCCC2c2nc(-c3ccc(Br)cc3)no2)c1 (stereo not drawn),i
COc1cc(NC(=O)N2CCCC2c2c(C)noc2C)cc(OC)c1OC (stereo not drawn),i
O=C(NCCc1ccco1)c1ccc(S(=O)(=O)N2CCCCCC2)s1,i
O=C(c1cc(-c2ccccc2)n[nH]1)N1CCc2c(nc(-c3ccccc3)[nH]c2=O)C1,i

# Quoted from the listing:
# For anti-Giardia, O=C(NC1CCCCC1)c1cc(-c2ccco2)nc2ccccc12 has the entry 21
# For anti-Giardia, CCCCN(CCCNC(=O)c1c(C)oc2nc[nH]c(=O)c12)Cc1ccccc1 has the entry 17
# For anti-Giardia, Cc1ncc2c(n1)CN(C(C)c1nnc(-c3ccccc3)o1)CC2 (stereo not drawn) has the entry 14

# Next section
SMILES,anti-Giardia
COc1ccc(Cl)cc1NC(=O)Nc1ccc2c(c1)CN(Cc1ccccc1)C2,38
CN(C)CC1CN(S(=O)(=O)c2ccccc2)CC12CCOCC2 (stereo not drawn),i
c1ccc(-n2nnnc2N2CCN(C3CC3)CC2)cc1,i
Cc1cccc(-c2noc(Cn3cccn3)n2)c1,i
CCc1csc(C2CCCN(C(=O)c3ccc4c(c3)OCO4)C2)n1 (stereo not drawn),i
CC1CCN(Cc2nc3scc(-c4ccc(Cl)cc4)c3c(=O)[nH]2)CC1,i
COC(=O)C(C)n1cnc2c(nnn2Cc2ccc(C)cc2)c1=O (stereo not drawn),3
O=c1c2ccsc2ncn1Cc1noc(-c2ccsc2)n1,i
CCCCCCNC(=O)Cc1c(C)nc2c(-c3ccccc3)c(C)nn2c1C,17
Cc1nc(CCNC(=O)c2c[nH]cc2-c2ccc(Cl)s2)cs1,i
CCCCc1nc(CN2CC(C)C(N3CCN(C(C)=O)CC3)C2)no1 (stereo not drawn),i
CC1CCN(c2nc(C(=O)NCCc3ccncc3)nc3c2cnn3C)CC1,9
CCOc1ccc2nc(NC(=O)c3cc4c(=O)n5ccccc5nc4n3C)sc2c1,i
O=C(Nc1cnn(Cc2cn3ccccc3n2)c1)Nc1ccc(F)cc1F,7
COc1cc(S(=O)(=O)N2CCN=C2Cc2ccccc2)c(OC)cc1Cl,i
Cc1cccn2c(=O)cc(CN3CCC(C(=O)N4CCCCCC4)CC3)nc12,i
COc1ccccc1C1(CNC(=O)c2ccc(-n3ccnc3)nn2)CC1,i
CCS(=O)(=O)N1CCC(c2nc(-c3ccccc3)n[nH]2)CC1,i
Cc1[nH]nc(-c2cc(S(=O)(=O)N3CCc4ccccc4C3)c(C)s2)c1C,1
CN1/C(=C(/CN)c2csc(N3CCCCC3)n2)Nc2ccccc21,0
COc1ccc(-c2noc(CN3CCNC(=O)C3)n2)cc1OC,i
CCCNS(=O)(=O)c1cc(-c2nc(-c3cccc(Cl)c3)cs2)n(C)c1C,33
Cn1c(Oc2ccccc2[N+](=O)[O-])c(CN)c(=O)n(C)c1=O,i
Cn1ncc(-c2nc(C3CC3)no2)c1NC(=O)c1cccc(F)c1,i
Nc1nc(N2CCN(C(=O)c3ccco3)CC2)ncc1C(=O)Nc1ccccc1,i
CN1C(=O)c2cc(C(=O)NCCCc3ccccc3)nn2CC1(C)C(=O)NC1CCCC1 (stereo not drawn),1
NC(=O)c1cn(Cc2nc(-c3ccoc3)no2)nc1-c1ccccc1,i
Cc1nnc(CN2CCCC2c2ccc(Br)cc2)n1C (stereo not drawn),i
CCc1ccc(S(=O)(=O)N2CCN(c3ncnc4c3nnn4-c3cccc(OC)c3)CC2)s1,i
CCn1cc(C(=O)Nc2ccc(O)cc2)c(=O)c2cc(F)c(N3CCN(C(C)=O)CC3)cc21,i
O=C1C(=O)N(Cc2coc(-c3ccc(Cl)cc3)n2)C(=O)N1Cc1ccccc1,19
Cn1c(=O)c2c(ncn2CC(=O)Nc2ccc(Cl)cn2)n(C)c1=O,i
COc1ccc(S(=O)(=O)N2CC=C(C(=O)NCc3ccc(C)cc3)CC2)cc1,23
CNC(=O)N1CCC(C2CCN(C(=O)c3ccncc3)CC2)C1 (stereo not drawn),4
Cc1nc2n(n1)CCN(S(=O)(=O)c1ccc(Cl)cc1)C2,i
O=C(CCc1cnn(-c2ccccc2)c1)Nc1cc(C2CCOCC2)[nH]n1,8
O=C(CCN1CCC(c2nc(C3CC3)n[nH]2)CC1)Nc1ccccc1,29
O=C(Nc1ccccc1)c1cc(-c2cccs2)n(C2CCS(=O)(=O)C2)n1 (stereo not drawn),2
CN(CC(=O)N1CCCCC1c1cc2ccccc2[nH]1)S(C)(=O)=O (stereo not drawn),i
CCOc1cc(C)ccc1NC(=O)N1CCC12CCC2,i
CC1(C)NC(=O)N(CCCN2CCOc3ccccc3C2)C1=O,4
O=C(C1CC(c2ccc(Cl)cc2)=NO1)N1CCCCC1 (stereo not drawn),i
Cc1sc(=O)n(CCC(=O)N2CCC(C)CC2c2ccco2)c1C (stereo not drawn),i
CCc1nc(-c2cc(S(=O)(=O)NCc3ccc(F)c(Cl)c3)c(C)s2)cs1,44*
CCCCN(CCCC)S(=O)(=O)c1ccc2c(c1)CCCC(=O)N2,27
CC(=O)NCc1ccc(C(=O)N2CCCCC(N3CCCC3)C2)cc1 (stereo not drawn),4
O=C(NC1CCCCC1)c1nc(Nc2ccccc2)c2ccccc2n1,73*
Cc1oc(-c2ccsc2)nc1CC(=O)N1CCn2c(C)nnc2C1,i

# Sorted by molar mass (low to high): part of the list above
SMILES,anti-Giardia
O=C(Cc1ccc2c(c1)CCC2)N1CCC(n2cncn2)CC1,6
O=C(c1ccoc1)N1CCC(Oc2nccnc2N2CCc3ccccc32)C1 (stereo not drawn),23
O=S(=O)(c1ccccc1NCCc1nc(-c2ccncc2)cs1)C(F)(F)F,i

# (continued)
SMILES,anti-Giardia
O=C(Nc1nnc(S(=O)(=O)N2CCc3ccccc32)s1)c1ccccc1,38
Cn1ncc2c(N3CCCN(C4CC4)CC3)ncnc21,10
Cc1ccccc1C(=O)N1CCC(Cc2nnc(-c3ccccc3)o2)CC1,12
O=C(N1CCN(c2cccc(Cl)c2)CC1)C1(S(=O)(=O)c2ccc(Cl)cc2)CC1,i
COc1cc(-c2noc(C3CCCN(S(=O)(=O)c4cccs4)C3)n2)ccc1OC(C)C (stereo not drawn),i
COc1ccc(-c2nc(CN3C(=O)C(=O)N(C(C)C)C3=O)cs2)cc1,i
Cc1sc2ncn(CC3CCCO3)c(=O)c2c1C(=O)Nc1ccc(S(N)(=O)=O)nc1 (stereo not drawn),i
O=C(c1ccncc1)N1CCCCC1c1nncn1Cc1ccccc1 (stereo not drawn),i
Cn1ncc2c(=O)[nH]c(CN3CCCC3Cc3ccccc3)nc21 (stereo not drawn),21
C=C(C)CN1Cc2ccccc2CC1c1nnc(CC)o1 (stereo not drawn),i
O=C(c1cccc(-c2noc(-c3cc4ccccc4oc3=O)n2)c1)N1CCCCC1,10
O=C(NCCc1ccccc1)N1CCCC1c1nc(-c2ccccc2)no1 (stereo not drawn),i
CC(C)(C)OC(=O)N1CCN(C(=O)C2CCOC2)C(CNC(=O)C2CCOC2)C1 (stereo not drawn),i
Cc1ccc(NC(=O)C2=NN(CC(=O)Nc3ccc4c(c3)OCCO4)C(=O)CC2)cc1,i
COc1cccc(CCC(=O)N2CCCN(c3ncccc3-c3nc(C4CC4)no3)CC2)c1,i
COc1ccc2cc(CN(C)C(=O)COC(=O)c3nccnc3-c3nc4ccccc4s3)ccc2c1,i
CC(C)(C)NC(=O)CCN1CCc2[nH]nc(C(F)(F)F)c2C1,10
CC(O)CN1CCN(C(=O)c2cc(-c3ccccc3F)on2)CC1 (stereo not drawn),i
CC(C)CCNC(=O)C1(C)CCC(=O)N1CCCN1CCN(c2cccc(Cl)c2)CC1 (stereo not drawn),25
